Tau fibril FP – qHTS for Inhibitors of Tau Fibril Formation, Fluorescence Polarization; AID 1468, 2008; 0.39% of 280,000 active; K18 P301L tau heparin fibrillization, Alexa594 FP, 6 h; Potency, µM (titrated, usually from 57.7 µM), inactives show top-dose activity, negative = inhibition, usual class: inhibitors; Microtubule-associated protein tau (Homo sapiens), P10636; further: on the % scale 0 is the no-effect control and ±100 the full control effect; nearly all actives have a fitted effect of over 55% in size
Target sequence (P10636 561-689 P618L limits assumed): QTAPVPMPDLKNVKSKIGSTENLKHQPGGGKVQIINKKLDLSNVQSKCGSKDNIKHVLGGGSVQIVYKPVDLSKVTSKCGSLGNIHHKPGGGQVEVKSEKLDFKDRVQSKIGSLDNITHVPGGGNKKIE
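FP of Alexa 594-tau after heparin (20 uM) induction. Substrate: human K18 P301L, 15 uM unlabeled, 0.24 uM labeled. Buffer 100 mM sodium acetate pH 7. 6 hr, 37 C.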
ALDH1A1 block – qHTS Assay for Inhibitors of Aldehyde Dehydrogenase 1 (ALDH1A1) | Purified ALDH1A1, NADH fluorescence, propionaldehyde substrate | Potency, µM (titrated, usually from 75.3 µM), inactives show at the highest dose activity, negative = inhibition, actives largely listed as inhibitors | 7.3% of 220,000 active | AID 1030, 2008; active means well fitted inhibition curve with a large enough effect, not every such curve was filed as active; inconclusive means small, poorly fitted or top-dose-only effect, or another doubt; inactive means no such curve, though single readings can be large or run the other way;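 further: plate controls were no enzyme wells and a reference inhibitor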
Target sequence (P00352 whole entry, looked up): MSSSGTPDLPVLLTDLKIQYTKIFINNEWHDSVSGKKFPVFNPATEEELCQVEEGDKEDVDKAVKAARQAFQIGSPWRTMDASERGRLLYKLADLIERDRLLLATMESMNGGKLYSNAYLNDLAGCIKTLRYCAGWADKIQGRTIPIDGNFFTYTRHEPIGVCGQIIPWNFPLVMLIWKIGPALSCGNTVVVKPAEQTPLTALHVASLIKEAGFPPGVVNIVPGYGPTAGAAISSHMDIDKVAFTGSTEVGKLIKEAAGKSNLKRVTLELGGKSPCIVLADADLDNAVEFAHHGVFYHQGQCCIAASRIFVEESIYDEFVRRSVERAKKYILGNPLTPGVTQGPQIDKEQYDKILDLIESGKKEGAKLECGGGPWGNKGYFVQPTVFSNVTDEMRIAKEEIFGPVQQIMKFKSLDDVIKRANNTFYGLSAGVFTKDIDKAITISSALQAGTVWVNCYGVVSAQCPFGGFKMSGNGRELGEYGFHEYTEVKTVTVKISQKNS
JMJD2E inh – qHTS Assay for Inhibitors of Human Jumonji Domain Containing 2E (JMJD2E). Lysine-specific demethylase 4E (Homo sapiens), B2RXH2. JMJD2E catalytic domain, FDH-coupled NADH fluorescence (FDH is formaldehyde dehydrogenase). Potency, µM (highest dose often 57.1 µM), inactives show at the highest dose activity change, negative = inhibition, hits mostly inhibitors. 1.6% of 230,000 active; active means well fitted inhibition curve with a large enough effect, not every such curve was filed as active; inconclusive means small, poorly fitted or top-dose-only effect, or another doubt; inactive means no such curve, though single readings can be large or run the other way;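 further: 0% = wells with enzyme and -100% = buffer wells without enzyme; nearly all actives have a fitted effect of over 50% in size; many of its hits are not listed in these tables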
Target sequence (B2RXH2 1-337 limits assumed): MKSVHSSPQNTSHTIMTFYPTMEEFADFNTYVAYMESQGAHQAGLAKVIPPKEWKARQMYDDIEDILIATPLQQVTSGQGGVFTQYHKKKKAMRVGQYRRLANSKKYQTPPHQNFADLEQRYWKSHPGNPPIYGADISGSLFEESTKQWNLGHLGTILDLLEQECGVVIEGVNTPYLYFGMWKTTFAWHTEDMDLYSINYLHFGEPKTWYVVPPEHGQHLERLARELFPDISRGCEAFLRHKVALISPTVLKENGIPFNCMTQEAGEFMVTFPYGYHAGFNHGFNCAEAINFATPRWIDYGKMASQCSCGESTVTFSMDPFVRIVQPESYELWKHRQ
Tau fluor cs – Counterscreen qHTS for Inhibitors of Tau Fibril Formation, Fluorescence Polarization; tau K18 P301L Alexa594 fluorescence, heparin fibrillization; Potency, µM (doses to about 57.7 µM), for inactives: top-dose activity change, negative = decrease; 0.93% of 280,000 active; AID 1463, 2008; further: on the % scale 0 is the no-effect control and ±100 the full control effect; nearly all actives have a fitted effect of over 55% in size
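Human K18 P301L tau (15 uM unlabeled plus 0.24 uM Alexa 594-labeled, final) in 100 mM sodium acetate pH 7 was mixed with compound and 20 uM heparin and incubated 6 hr at 37 C.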
Tau ThT inhib – qHTS for Inhibitors of Tau Fibril Formation, Thioflavin T Binding. Potency, µM (series often up to 57.4 µM), inactives show at the top dose activity, negative = inhibition, usual class: inhibitors. Microtubule-associated protein tau (Homo sapiens), P10636. 2.1% of 270,000 active. recombinant tau K18 P301L, heparin-induced fibrillization, ThT fluorescence; further: on the % scale 0 is the no-effect control and ±100 the full control effect; nearly all actives have a fitted effect of over 55% in size
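Fibril formation assay: tau K18 P301L at 15 uM with trace Alexa 594 label, heparin inducer 20 uM, pH 7 sodium acetate buffer, 37 C for 6 hr; endpoint ThT signal.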
SMN2 splice up – qHTS Assay for Enhancers of SMN2 Splice Variant Expression; HEK293 SMN2-luciferase splicing reporter, luminescence, 30-36 h; Potency, µM (top dose mostly 46.1 µM), without a hit: top-dose activity change, positive = activation, usual class: activators; 2.8% of 210,000 active; AID 1458, 2008; further: % of control where 0% means no effect; nearly all actives have a fitted effect of over 55% in size
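HEK293 cells carry an SMN2 minigene-luciferase reporter in which exon 7 inclusion puts luciferase in frame. Cells were seeded at 2000 cells/well, attached for 10-12 hours, then exposed to compounds for 30-36 hours at 37C before ONE-Glo luminescence.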
HTT cytoprotect – qHTS Multiplex Assay to Identify Dual Action Probes in a Cell Model of Huntington: Cytoprotection (ATP) | PC12 HTT-Q103 induced, cytoprotection, ATP luminescence, 40 h | Potency, µM (doses to about 56.4 µM), inactives show cytoprotection (ATP increase), most hits filed as activators | 0.14% of 230,000 active | AID 1471, 2008;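 further: % of control where 0% means no effect; nearly all actives have a fitted effect of over 45% in size; toxic huntingtin expression switched on by the ecdysone agonist tebufenozide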
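PC12 cells with ecdysone-inducible HTT exon 1 Q103-GFP, induced with 100 nM tebufenozide and co-treated with library compounds in a dose series (1536-well, 1500 cells/well). Cytoprotection read as ATP content by ATPlite luminescence.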
HTT aggregate – qHTS Multiplex Assay to Identify Dual Action Probes in a Cell Model of Huntington: Aggregate Formation (GFP); PC12 HttQ103-GFP aggregates, Acumen cytometry, 40 h; Potency, µM (titrated, usually from 46.1 µM), inactives show top-dose activity change, negative = inhibition, actives largely listed as inhibitors; 1.1% of 220,000 active; AID 1688, 2009; further: on the % scale 0 is the no-effect control and ±100 the full control effect; nearly all actives have a fitted effect of over 60% in size
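PC12 cells with ecdysone-inducible HTT exon1 Q103-GFP, induced by 100 nM tebufenozide, given compounds in a concentration series. GFP aggregates (1–25 um, 6 SD above background) counted in lysates by laser-scanning cytometry, 488 nm excitation.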
* marks the source's active call; other numbers are inactive results; & = joins results of further samples; [ ] = another dose, or the depositor's remark. Unless noted, the call rests on the fitted dose curve; in most records, active means well fitted curve in the direction sought with a large enough effect; inconclusive means small, poorly fitted or top-dose-only effect, or another doubt; inactive means no such curve, though single readings can be large; an effect the other way counts as inactive or inconclusive. Potency means the concentration at half of the fitted maximal effect. This is a subset; count on the stated rates, not on these rows.

How did CCn1cc(C(=O)N2CCN(c3ccc(OC)cc3)CC2)c2cc(OC)c(OC)cc2c1=O do in these assays?
Tau fibril FP: 6.2%&-1.2%; ALDH1A1 block: -6.8%; JMJD2E inh: -4.9%; Tau fluor cs: -1.8%&-17.3%; Tau ThT inhib: -4.1%&-8.1%; SMN2 splice up: 21.0%&-6.7%; HTT cytoprotect: -29.5%; HTT aggregate: -9.4%

How did COCC(=O)Nc1nnc(CCc2ccccc2)s1 do in these assays?
Tau fibril FP: 2.0%; ALDH1A1 block: 0.4%; JMJD2E inh: 5.0%; Tau fluor cs: -4.0%; Tau ThT inhib: -10.0%; SMN2 splice up: -0.1%; HTT cytoprotect: 4.3%; HTT aggregate: -4.4%

How did CN(C)CCSc1nnc2[nH]c3ccccc3c2n1 do in these assays?
Tau fibril FP: -5.5%; ALDH1A1 block: -5.3%; JMJD2E inh: -3.9%; Tau fluor cs: 3.1%; Tau ThT inhib: -5.5%; SMN2 splice up: -2.9%; HTT cytoprotect: -6.4%[0.074 µM]; HTT aggregate: 10.1%

What do the screens show for `O=C(COc1ccc(Br)cc1F)NC1CCN(Cc2ccccc2)CC1`?
Tau fibril FP: inconclusive; ALDH1A1 block: 6.1%; JMJD2E inh: 1.8%; Tau fluor cs: -3.5%; Tau ThT inhib: 5.5%; SMN2 splice up: -20.3%; HTT cytoprotect: -1.5%; HTT aggregate: 0.4%

How did CN(C)S(=O)(=O)Oc1cccc(C(=O)Nc2ccc(Cl)c(Cl)c2)c1 do in these assays?
Tau fibril FP: 20µM*; ALDH1A1 block: 12.6µM*; JMJD2E inh: -1.6%; Tau fluor cs: inconclusive; Tau ThT inhib: 0.6%; SMN2 splice up: 5.8%; HTT cytoprotect: -45.8%[inhibitor]; HTT aggregate: 12.6µM*

How did CCOC(=O)c1ccc(NC(=O)C(=O)NCc2ccc(/C=C(/C#N)C(=O)NCCOC)o2)cc1 do in these assays?
Tau fibril FP: -2.4%; ALDH1A1 block: inconclusive; JMJD2E inh: inconclusive; Tau fluor cs: -10.3%; Tau ThT inhib: inconclusive; SMN2 splice up: -31.4%[inhibitor]; HTT cytoprotect: -42.2%[inhibitor]; HTT aggregate: -10.7%

Results for Cc1ccc(S(=O)(=O)O/N=C2/CCCc3occc32)cc1 ?
Tau fibril FP: -4.9%; ALDH1A1 block: -13.5%; JMJD2E inh: -7.0%; Tau fluor cs: -4.6%; Tau ThT inhib: -11.1%; SMN2 splice up: 3.5%; HTT cytoprotect: 11.1%; HTT aggregate: -8.8%

How did O=c1[nH]c2cccnc2n1Cc1ccco1 do in these assays?
Tau fibril FP: 0.3%; ALDH1A1 block: -4.5%; JMJD2E inh: -1.5%; Tau fluor cs: -2.2%; Tau ThT inhib: -1.5%; SMN2 splice up: 6.1%; HTT cytoprotect: 3.0%[10 µM]; HTT aggregate: 12.8%

Results for CCOC(=O)c1ccc(NC(=O)CCc2nc(-c3ccccc3Cl)no2)cc1 ?
Tau fibril FP: inconclusive; ALDH1A1 block: inconclusive; JMJD2E inh: -2.3%; Tau fluor cs: inconclusive; Tau ThT inhib: -17.2%; SMN2 splice up: -19.1%; HTT cytoprotect: -4.5%; HTT aggregate: 11.7%

Results for Cc1ccc(C(=O)N/C(=C\c2ccco2)C(=O)NC2CCS(=O)(=O)C2)cc1 (stereo unspecified) ?
Tau fibril FP: -2.5%; JMJD2E inh: -2.1%; Tau fluor cs: 6.9%; Tau ThT inhib: -1.3%; HTT cytoprotect: 9.0%[10 µM]; HTT aggregate: 35.4%[9.22 µM]

What do the screens show for `CC(Sc1n[nH]c(N)n1)C(=O)Nc1ccccc1-c1ccccc1` (stereo unspecified)?
Tau fibril FP: 7.0%; ALDH1A1 block: -6.6%; JMJD2E inh: 5.0%; Tau fluor cs: -1.2%; Tau ThT inhib: -4.4%; SMN2 splice up: -1.7%; HTT cytoprotect: -31.0%[inhibitor]; HTT aggregate: 8.6%

Results for CC(=O)/C(N=Nc1ccc2c(c1)OCO2)=C(\C)O ?
Tau fibril FP: 5.2%; ALDH1A1 block: 2.5%; JMJD2E inh: 0.5%; Tau fluor cs: -13.8%; Tau ThT inhib: 3.55µM*; SMN2 splice up: 14.1µM*; HTT cytoprotect: 1.4%[10 µM]; HTT aggregate: 0.0%

How did CC(C)(C)c1cc(C(=O)N2CCN(c3ncccn3)CC2)ccn1 do in these assays?
Tau fibril FP: 1.2%; ALDH1A1 block: 0.1%; JMJD2E inh: 20.1%; Tau fluor cs: 1.3%; Tau ThT inhib: 0.5%; SMN2 splice up: -35.2%[inhibitor]; HTT cytoprotect: 0.0%; HTT aggregate: -25.5%

What do the screens show for `COc1ccc(CCn2c(N)c(S(=O)(=O)c3cccs3)c3nc4ccccc4nc32)cc1OC`?
Tau fibril FP: inconclusive; ALDH1A1 block: inconclusive; JMJD2E inh: inconclusive; Tau fluor cs: inconclusive; Tau ThT inhib: -8.7%; SMN2 splice up: 4.5%; HTT cytoprotect: -2.9%[0.074 µM]; HTT aggregate: -18.8%

Results for O=C1N(CCCCN2C(=O)C3(OCCO3)c3ccccc32)c2ccccc2C12OCCO2 ?
Tau fibril FP: 8.7%; ALDH1A1 block: 1.9%; JMJD2E inh: -0.1%; Tau fluor cs: -1.5%; Tau ThT inhib: -0.3%; SMN2 splice up: 6.3%; HTT cytoprotect: 6.1%[10 µM]; HTT aggregate: -11.8%

How did COCCCN(C(C)=O)c1nc(-c2ccccc2)cs1 do in these assays?
Tau fibril FP: -1.4%; ALDH1A1 block: inconclusive; JMJD2E inh: 11.3%; Tau fluor cs: -3.9%; Tau ThT inhib: -0.2%; HTT cytoprotect: -35.6%; HTT aggregate: -9.9%

How did CCN1C(=O)/C(=C2/SC(C)=C(C)N2CC)SC1=S do in these assays?
Tau fibril FP: -3.0%; ALDH1A1 block: inconclusive; JMJD2E inh: -3.1%; Tau fluor cs: -14.7%; Tau ThT inhib: -16.6%; SMN2 splice up: -5.2%; HTT cytoprotect: 0.2%[10 µM]; HTT aggregate: 4.9%[9.22 µM]

Results for Cc1ccccc1Nc1c(-c2ccccc2)nc2ncccn12 ?
Tau fibril FP: 5.2%; JMJD2E inh: -5.6%; Tau fluor cs: -13.7%; Tau ThT inhib: -8.5%; HTT cytoprotect: 5.1%[10 µM]; HTT aggregate: 18.6%[9.22 µM]

Results for N#CC1=C(N)C2=C(N3CCCCC3)CCCC2C1(C#N)C#N (stereo unspecified) ?
Tau fibril FP: inconclusive; ALDH1A1 block: inconclusive; JMJD2E inh: inconclusive; Tau fluor cs: inconclusive; Tau ThT inhib: 31.6µM*; HTT cytoprotect: 1.7%[10 µM]; HTT aggregate: -8.8%

What do the screens show for `COc1ccc(Cn2c(-c3ccco3)nc3c(c(=O)c4ccccc4n3C)c2=O)cc1`?
Tau fibril FP: -3.8%[0.0958 µM]; JMJD2E inh: inconclusive; Tau fluor cs: 3.5%[0.0958 µM]; HTT cytoprotect: -4.9%[10 µM]; HTT aggregate: 23.1%[9.22 µM]

How did Cc1ccc(C(=O)CCC(=O)O)cc1 do in these assays?
Tau fibril FP: -0.3%; ALDH1A1 block: -1.0%; JMJD2E inh: -2.2%; Tau fluor cs: -1.5%; Tau ThT inhib: -7.3%; SMN2 splice up: -2.8%; HTT cytoprotect: 3.2%; HTT aggregate: -18.4%

How did CCN(CC)S(=O)(=O)c1cccc(-c2csc(C)n2)c1 do in these assays?
Tau fibril FP: 0.1%; JMJD2E inh: 11.1%; Tau fluor cs: 0.9%; Tau ThT inhib: 3.9%; HTT cytoprotect: -3.1%[10 µM]; HTT aggregate: 0.8%[9.22 µM]

What do the screens show for `CSCCC(NC(=O)OCc1ccccc1)C(=O)O` (stereo unspecified)?
Tau fibril FP: -4.3%; ALDH1A1 block: 7.2%; JMJD2E inh: inconclusive; Tau fluor cs: 1.7%; Tau ThT inhib: -1.0%; SMN2 splice up: -17.2%; HTT cytoprotect: -8.4%[1.9 µM]; HTT aggregate: 2.7%

Results for CCOC(=O)c1c(C)c(C(=O)N2CCc3ccccc3C2)c(C)n1CC ?
Tau fibril FP: -2.0%; ALDH1A1 block: inconclusive; JMJD2E inh: -1.5%; Tau fluor cs: -10.1%; Tau ThT inhib: -17.5%; SMN2 splice up: -19.0%; HTT cytoprotect: 2.4%; HTT aggregate: -7.3%

Results for COc1ccc2c(c1)O[C@H](c1ccc3c(c1)OCO3)[C@@H](OC(=O)NCc1ccco1)C2=O ?
Tau fibril FP: -0.6%; ALDH1A1 block: -14.8%; JMJD2E inh: -9.1%; Tau fluor cs: -11.3%; Tau ThT inhib: inconclusive; SMN2 splice up: -1.1%; HTT cytoprotect: -17.3%

What do the screens show for `Cc1ccccc1CN1CCN(C/C=C/c2ccccc2)CC1`?
Tau fibril FP: -4.6%; ALDH1A1 block: inconclusive; JMJD2E inh: 3.3%; Tau fluor cs: -4.1%; Tau ThT inhib: -4.4%; SMN2 splice up: -6.7%; HTT cytoprotect: 5.5%; HTT aggregate: -17.3%

Results for Cc1ccc2nc(SCC(=O)Nc3ccc(C(N)=O)cc3)[nH]c2c1 ?
Tau fibril FP: 2.8%; ALDH1A1 block: inconclusive; JMJD2E inh: -9.7%; Tau fluor cs: -8.1%; Tau ThT inhib: inconclusive; HTT cytoprotect: -29.4%; HTT aggregate: 26.6%

Screens as filed in PubChem BioAssay.
